SENP6 block: inhibitors of human SENP6 protease; actives 1.8% (n = 330,000); Q9GZR1; Recombinant SENP6 catalytic domain, aminoluciferin luminescence; inhibition, % at 10 µM;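 active means inhibition above about 50% at the single tested dose, limit read from the data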;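 further: plate controls were DMSO wells with enzyme for no effect and DMSO wells lacking enzyme for full effect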
SENP8 block-1: SENP8 protease inhibition. Q96LD8. AID 2540. actives 1.2% (n = 330,000). inhibition, % at 10 µM. purified SENP8, Z-RLRGG-aminoluciferin cleavage, luminescence; in the data active means inhibition above about 50%
SENP7 block: inhibitors of human SENP7 protease | Q9BQF6 | inhibition, % at 5 µM | recombinant SENP7, Z-RLRGG-aminoluciferin luminescence, 40 min | actives 1.5% (n = 330,000);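 active means inhibition above about 50% at the single test dose, limit read from the data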;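 further: plate controls were DMSO with enzyme for no effect and no enzyme buffer wells for full effect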
PfG6PD inh: PfG6PD (Plasmodium falciparum) enzyme inhibition; PfGluPho enzyme, NADPH resazurin-diaphorase fluorescence; inhibition, % at 20 µM; actives 0.78% (n = 350,000); AID 504690;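 active means inhibition reaching at least a set limit at 20 µM in the primary screen, cut at about 59% in these data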;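 further: 0% = DMSO wells with substrate and 100% = DMSO wells lacking glucose-6-phosphate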
SENP8 block-2: inhibitors of human SENP8 protease. inhibition, % at 20 µM. recombinant SENP8, Nedd8 substrate fluorescence. actives 0.64% (n = 360,000). Q96LD8. AID 602440; in the data active means inhibition mostly above about 40%, no sharp cut-off; inactive means mostly below about 27%
Apaf1 inhib: inhibitors of human Apaf-1 apoptosome. reconstituted apoptosome caspase-3 activity, DEVD-Rh110 fluorescence. inhibition, % at 20 µM. actives 0.71% (n = 330,000); active means inhibition of at least 40% at 20 µM;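 further: plate controls were DMSO wells for no effect and DEVD-CHO caspase inhibitor wells for full effect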
Target sequence (O14727 whole entry, looked up): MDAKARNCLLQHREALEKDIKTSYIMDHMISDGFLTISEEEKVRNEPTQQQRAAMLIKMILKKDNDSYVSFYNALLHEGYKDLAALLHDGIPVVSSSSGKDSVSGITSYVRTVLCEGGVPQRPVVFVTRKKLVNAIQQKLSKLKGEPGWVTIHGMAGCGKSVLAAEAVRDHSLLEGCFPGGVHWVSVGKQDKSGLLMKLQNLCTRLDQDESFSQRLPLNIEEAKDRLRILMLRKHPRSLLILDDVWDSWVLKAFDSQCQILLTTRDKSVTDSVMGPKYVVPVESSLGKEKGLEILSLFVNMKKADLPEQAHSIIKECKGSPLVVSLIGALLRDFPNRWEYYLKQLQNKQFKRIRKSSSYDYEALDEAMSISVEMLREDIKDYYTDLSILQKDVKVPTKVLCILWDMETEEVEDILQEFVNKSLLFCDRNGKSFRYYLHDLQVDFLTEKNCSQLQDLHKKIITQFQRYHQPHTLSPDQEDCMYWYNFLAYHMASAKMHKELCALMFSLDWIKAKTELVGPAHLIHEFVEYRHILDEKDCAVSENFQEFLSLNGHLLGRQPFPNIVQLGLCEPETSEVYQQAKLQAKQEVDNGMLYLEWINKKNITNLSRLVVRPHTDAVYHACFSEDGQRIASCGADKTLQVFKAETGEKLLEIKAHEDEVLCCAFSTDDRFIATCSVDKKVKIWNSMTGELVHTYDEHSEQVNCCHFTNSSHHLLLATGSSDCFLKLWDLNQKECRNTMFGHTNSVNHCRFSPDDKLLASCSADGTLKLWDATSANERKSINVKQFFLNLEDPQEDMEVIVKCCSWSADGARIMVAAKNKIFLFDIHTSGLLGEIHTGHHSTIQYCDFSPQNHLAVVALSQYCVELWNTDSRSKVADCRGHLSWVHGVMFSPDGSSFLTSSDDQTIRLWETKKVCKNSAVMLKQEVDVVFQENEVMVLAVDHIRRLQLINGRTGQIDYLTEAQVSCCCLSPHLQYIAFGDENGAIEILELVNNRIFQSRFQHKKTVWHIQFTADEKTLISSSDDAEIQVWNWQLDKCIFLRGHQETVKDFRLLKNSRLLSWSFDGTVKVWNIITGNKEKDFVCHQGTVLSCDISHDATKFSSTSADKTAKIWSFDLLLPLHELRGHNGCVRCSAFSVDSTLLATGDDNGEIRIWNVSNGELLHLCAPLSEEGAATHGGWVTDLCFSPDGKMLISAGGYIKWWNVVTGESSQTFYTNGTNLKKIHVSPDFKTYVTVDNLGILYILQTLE
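detection = Rh110 fluorescence intensity | test system = biochemical Apaf-1 apoptosome reconstitution | also added = cytochrome c and DEVD-Rh110 substrate | schedule = 30 min plus 50 min, RT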
HKDC1 inh: inhibitors of human hexokinase HKDC1; inhibition, % at 20 µM; Q2TB90; recombinant HKDC1, G6PDH/diaphorase resazurin coupled fluorescence; actives 0.16% (n = 340,000);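 active means inhibition above about 35% when tested at 20 µM, limit read from the data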;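 further: plate controls were DMSO wells with enzyme for no effect and DMSO wells lacking enzyme for full effect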
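Test system: Recombinant HKDC1 (HK5) hexokinase enzyme, produced in-house | Input: HKDC1 at 5 µg/mL | Buffer or medium: Tris pH 8.0 buffer with MgCl2, Tween-20, BSA, BME | Schedule: 90 min reaction incubation at room temperature, dark | Technique: Resazurin-to-resorufin fluorescence via G6PDH and diaphorase coupling, 525/613 nm | Controls: DMSO wells with and without enzyme mix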
SENP1 FRET inh: inhibitors of human SENP1 SUMO protease catalytic domain. actives 0.21% (n = 360,000). Q9P0U3. AID 624204. recombinant SENP1 catalytic domain, CyPet-SUMO1-YPet FRET cleavage. inhibition, % at 10 µM;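 active means inhibition at least 30% at 10 µM, raw YFP signal under a set limit, fluorescence ratio 0.5 to 1.5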;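 further: 0% = enzyme with DMSO and 100% = no enzyme wells; some results filed as inactive read as strong as hits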
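Assay system – human recombinant His6-tagged SENP1 catalytic domain enzyme · Input – SENP1 enzyme, 20 pM final · Buffer or medium – Tris pH 8 buffer plus EDTA, NaCl, BME, BSA, NP40, catalase · Schedule – 50 min reaction at room temperature · Technique – FRET read of cyan and yellow fluorescence · Control set – no-enzyme wells low, DMSO-plus-enzyme wells high control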
* = called active by the depositor; . = not tested or not shown.

mol,SENP6 block,SENP8 block-1,SENP7 block,PfG6PD inh,SENP8 block-2,Apaf1 inhib,HKDC1 inh,SENP1 FRET inh
COc1ccc(/C=C(\C#N)C(=O)N2CCOCC2)cc1Br,-18.0,-1.8,1.8,-4.1,3.9,-8.7,3.9,1.2
COc1ccc(NC(=O)CSCC(=O)Nc2ccccc2C(=O)N2CCCCC2)cc1,0.1,-3.5,-0.9,-4.7,4.4,-3.2,-2.4,-0.9
N#C/C(C(=O)Nc1ccc(Cl)cc1)=C(/S)Nc1ccccc1,0.3,-1.6,-1.6,95.2*,-23.0,18.4,9.5,-0.8
CCC(=O)Oc1ccc(NC(=O)c2ccco2)cc1,-26.7,-16.5,5.9,-7.1,11.4,-4.4,-0.5,2.0
Clc1ccc2nc(COc3ccccc3)[nH]c2c1,4.5,5.3,5.7,20.2,9.1,1.9,2.6,1.1
COc1ccc(CNC(=O)CCNS(=O)(=O)c2ccc(NC(C)=O)cc2)cc1OC,2.3,-10.3,5.5,-7.6,5.9,-1.6,0.6,2.7
CCOc1ccc(OCCSc2nc3ccccc3n2CC(=O)O)cc1,3.8,3.4,2.1,-0.2,5.5,-6.6,-6.9,-0.3
CN(C)S(=O)(=O)c1cccc(NC(=O)c2ccc(N3CCOCC3)c([N+](=O)[O-])c2)c1,-1.9,-9.1,1.1,13.7,21.8,5.9,-5.2,-0.3
COc1cc(/C=N/O)cc(Br)c1OCc1cccc(Cl)c1,-4.6,-11.3,-5.8,29.5,16.9,27.6,17.5,2.7
Cc1ccc(NC(=O)Nc2cccc([N+](=O)[O-])c2)cc1F,-12.5,-15.0,-3.5,36.6,3.8,1.4,-7.0,0.6
COc1ccc(NC(=O)CSc2nc(O)cc(=O)n2-c2ccccc2)cc1,0.0,-1.5,2.9,-20.2,-0.7,6.3,-3.0,1.5
CC1(C)CC(=O)C2=C(C1)N(CC1CCCO1)C(=O)C2(O)C(F)(F)F (stereo not drawn),-11.6,-9.8,-13.0,4.8,19.6,-7.7,-8.5,2.4
Cc1cccc(NC(=O)CN2C(=O)S/C(=C\c3ccccn3)C2=O)c1,1.9,-0.2,-3.5,-14.1,14.3,-13.0,3.9,-0.2
Cc1[nH]c(=O)[nH]c(=O)c1/C=N/NC(=O)[C@@H](N)CC(C)C,-0.6,-8.0,-7.4,4.2,3.7,-12.1,6.0,2.7
Clc1ccc(Nc2nc3ccccc3n3nnnc23)cc1,-0.3,1.7,10.9,1.2,-55.7,2.1,-8.5,-43.2

Three neighbouring records out of the list so far:
mol,SENP6 block,SENP8 block-1,SENP7 block,PfG6PD inh,SENP8 block-2,Apaf1 inhib,HKDC1 inh,SENP1 FRET inh
COc1ccc(/C=C(\C#N)C(=O)N2CCOCC2)cc1Br,-18.0,-1.8,1.8,-4.1,3.9,-8.7,3.9,1.2
COc1ccc(NC(=O)CSCC(=O)Nc2ccccc2C(=O)N2CCCCC2)cc1,0.1,-3.5,-0.9,-4.7,4.4,-3.2,-2.4,-0.9
N#C/C(C(=O)Nc1ccc(Cl)cc1)=C(/S)Nc1ccccc1,0.3,-1.6,-1.6,95.2*,-23.0,18.4,9.5,-0.8

Next part.
mol,SENP6 block,SENP8 block-1,SENP7 block,PfG6PD inh,SENP8 block-2,Apaf1 inhib,HKDC1 inh,SENP1 FRET inh
Cc1ccc2c(c1)C(c1ccncc1)=NNC(c1cccnc1)=N2,-4.6,-3.2,9.1,4.8,16.2,2.0,-9.5,1.4
COc1ccccc1N1CCN(CCCNC(=O)Nc2ccccc2)CC1,-13.1,-16.1,9.0,1.2,17.6,3.5,-2.1,0.9
Cc1ccc(Br)c(NS(=O)(=O)c2cccc(C(=O)N3CCNC(=O)C3)c2)c1,-4.1,-1.6,-1.5,-2.8,7.1,-5.0,-7.8,0.6
O=C(O)C[C@H]1c2cc(C(F)(F)F)ccc2S(=O)(=O)N1Cc1ccccc1,-3.7,-1.7,5.6,-25.5,3.5,-1.0,-0.8,1.5
FC(F)(F)c1ccccc1/C=N/N1CCN(Cc2ccccc2)CC1,-10.6,-1.0,-0.1,17.9,21.8,5.9,-9.3,3.8
COc1ccccc1N1CCN(CC(=O)Nc2ccc(-n3cnnn3)cc2)CC1,-26.7,-15.4,-11.0,-4.3,2.8,0.6,-2.9,3.3
CCOC(=O)CSc1nnc(-c2ccncc2)o1,-4.2,-1.4,-10.1,2.4,19.2,3.5,-7.3,-0.2
C=CCNc1ccc(C(=O)O)cc1,-6.7,5.1,1.6,-2.8,13.9,-13.7,-15.8,-0.7
N#Cc1c(SCC(N)=O)nc2c(c1-c1ccc(O)cc1)CCCC2,-21.6,-0.7,2.3,-14.7,5.3,7.7,-2.3,0.1
COCCC(=O)N1CCC(Oc2ccc(C(=O)N(C)C(C)c3ccon3)cc2)CC1 (stereo not drawn),-6.6,-1.6,4.1,9.1,11.3,2.0,-4.0,-0.5
CC(=O)NCCc1nc2cc(NC(=O)COc3cccc(C)c3)ccc2n1C,-11.1,2.5,-5.7,-20.6,7.1,1.4,-1.3,-1.2
COc1ccc(NS(=O)(=O)c2cc(NC(=O)c3cncc(Br)c3)ccc2OC)cc1,-13.1,-1.8,1.7,12.0,22.0,2.1,0.4,-1.1
CCOc1ccc(NC(=O)C(c2ccccn2)N(C(=O)CCl)c2ccc(OCC)cc2)cc1 (stereo not drawn),.,.,.,37.9,10.8,.,-4.8,-18.9
CC(=O)NCCc1nc2ccccc2n1Cc1ccccc1,12.7,-0.1,5.5,-25.2,5.5,3.0,-6.5,1.3
O=C(c1ccccc1)c1cnc(Nc2ccccc2Cl)s1,74.5*,48.8,54.0*,12.2,-276.1,18.2,-1.6,-18.8

Entries listed so far that bear a hit mark in SENP7 block.
molecule,SENP6 block,SENP7 block,PfG6PD inh,HKDC1 inh,SENP1 FRET inh
O=C(c1ccccc1)c1cnc(Nc2ccccc2Cl)s1,74.5*,54.0*,12.2,-1.6,-18.8

Following part.
mol,SENP6 block,SENP8 block-1,SENP7 block,PfG6PD inh,SENP8 block-2,Apaf1 inhib,HKDC1 inh,SENP1 FRET inh
CC1(C)CC(=O)C2=C(C1)N(c1ccc(F)cc1)C(=O)C2(NC(=O)c1ccccc1)C(F)(F)F (stereo not drawn),-13.5,-7.9,2.4,.,.,-4.6,.,.
Cn1nc(C(=O)OCC(=O)Nc2cc(Cl)ccc2C#N)c2ccccc2c1=O,-14.5,-4.1,-0.1,2.7,-3.8,-1.2,-8.7,-8.2
CC(=O)c1c(C)[nH]c(C(=O)OCC(=O)c2c(N)n(C)c(=O)n(C)c2=O)c1C,-0.9,-13.7,-9.7,.,.,-0.8,.,.
Cc1ccc(NC2=NCCCCC2)cc1,-13.2,-7.7,-1.3,7.5,7.0,2.7,-0.9,-1.8
COc1cc(C(=O)NC2CCN(C)CC2)ccc1Nc1ncc2c(n1)N(C1CCC(O)CC1)CCC(=O)N2C (stereo not drawn),-8.8,0.7,-7.4,1.8,-311.7,3.2,0.0,2.0
O=C(Nc1ccc(C(=O)O)cc1)/C(=C\c1ccc2c(c1)OCO2)NC(=O)c1ccc(Br)o1,-23.2,-13.2,-3.3,-5.3,-1.6,10.1,-0.9,-2.4
CC1CN(C2CCN(S(=O)(=O)c3ccccc3)CC2)CC(C)O1 (stereo not drawn),-13.5,7.0,0.8,-2.0,24.5,-21.6,-16.2,1.6
Cc1ccccc1C(=O)OCC(=O)N(C)c1ccccc1,-23.7,-11.3,-3.3,2.6,0.0,-0.3,-3.9,-0.3
O=C(N/N=C/c1ccco1)c1cc(-c2ccc3ccccc3c2)n[nH]1,1.9,-1.4,-2.5,12.9,7.0,17.1,3.0,0.6
CCN1CCC(N2CCN(c3ccc(F)cc3)CC2)CC1,25.4,4.4,0.8,-8.7,8.5,15.2,0.9,2.1
CN(C(=O)Cn1cnc2sccc2c1=O)C1CCCCC1,4.1,3.6,10.8,8.3,-4.7,1.9,-7.5,-5.0
COc1ccc(/C=N/NC(=O)c2ccn[nH]2)cc1COc1ccc(F)cc1,-2.8,-4.3,4.1,9.9,3.5,21.5,0.8,2.0
Cc1ccc(C(C)(C)NC(=O)C2CCC(=O)N(CCCN3CCOCC3)C2)cc1 (stereo not drawn),9.2,7.8,-1.8,13.6,14.0,-4.6,-4.8,0.7
Cc1noc(C)c1S(=O)(=O)Nc1ccc2c(c1)C(=O)N([C@H](C)CO)C[C@H](C)[C@@H](CN(C)C(=O)Nc1ccc(C(F)(F)F)cc1)O2,-20.9,1.1,7.9,15.7,0.5,1.4,2.0,0.8
COc1ccc(NC(=O)Cn2c(-c3ccc(OC)cc3)cn(-c3ccc(C)cc3)c2=O)cc1,2.8,-1.4,-1.6,8.4,5.9,19.0,5.2,-34.0
O=C(COc1ccc(Cl)cc1)N1CCN(c2cccc(C(F)(F)F)c2)CC1,-23.8,-10.4,-10.8,11.5,21.7,27.1,8.0,1.3
O=C(NC1CC1)c1ccc(NC(=O)C2CCCC2)cc1,.,.,.,6.6,-0.8,.,-6.3,2.8
Cc1ccc(NC(=O)C(C)N2CCCC2)cc1Cl (stereo not drawn),5.0,-11.3,-14.5,13.2,6.5,-6.6,-5.7,-0.8
CCC(NS(=O)(=O)c1ccc(OC)cc1)C(=O)O (stereo not drawn),3.1,1.9,-2.7,-3.8,20.2,-0.8,3.0,3.4
O=C(COc1ccc(Cl)cc1Cl)Nc1nc2n(n1)C(c1ccccc1)CC(=O)N2 (stereo not drawn),-24.7,-0.2,8.3,-13.6,14.0,10.2,-3.1,1.2
Cc1ccc(CNC(=O)CCS(=O)(=O)c2ccc(Br)s2)o1,8.4,-4.1,5.6,20.6,10.9,-13.6,-5.8,-5.0
COC(=O)C1C/C(=N\NS(=O)(=O)c2ccc(C)cc2)c2ccsc2C1 (stereo not drawn),-4.4,4.5,-5.1,-3.4,7.3,3.5,2.9,-2.1
COc1ccc2nc(NC(=O)Nc3ccccc3OC)sc2c1,80.5*,44.0,92.8*,14.3,8.5,18.1,-7.6,-1.4
O=C(CCNC(=O)c1ccc(Cl)cc1)Nc1ccccc1N1CCCCC1,-2.0,-6.8,4.0,13.8,-6.6,12.4,0.8,1.0
O=C1C(c2ccccc2)C(c2ccccc2)NC(c2ccccc2)C1c1ccccc1 (stereo not drawn),-3.0,0.0,-2.5,11.7,15.1,11.7,-0.4,1.7
COc1ccc(CNC(=O)C2CCC(=O)N(CCCN3CCCC3=O)C2)cc1 (stereo not drawn),-10.3,-8.6,-10.7,-9.9,5.0,-3.4,-1.8,-1.2
O=C(NCc1ccccc1)C1CCN(S(=O)(=O)c2cccc3cccnc23)CC1,4.4,-1.7,-5.7,-0.7,2.4,-4.1,-3.0,1.1
COc1ccc2c(c1)C1NC(=S)NC(C)(O2)C1C(=O)Nc1ccccc1C (stereo not drawn),-7.4,-7.6,-6.2,-9.7,7.9,5.8,0.6,0.0
CC(C)NC(=O)COc1ccc(OCc2ccccc2)cc1,-18.0,-4.5,4.6,11.0,9.9,4.4,-7.5,-0.3
CC1Cc2ccccc2N1C(=O)CN(C)CC(=O)Nc1ccc(F)cc1 (stereo not drawn),2.3,-0.2,-1.8,8.7,8.7,8.7,-3.6,-0.4
COc1ccc(C(=O)NCCSc2ccccc2)cc1,47.3,18.3,42.3,12.4,1.4,7.9,-11.1,-0.8

Assay outcomes: PubChem BioAssay, Sanford-Burnham Center for Chemical Genomics
